# FEN1 inh – inhibitors of human flap endonuclease 1; AID 588795; Recombinant FEN1 flap cleavage, fluorescence, 15 min; P39748; 390,000 compounds, 0.35% hits; Potency, µM (doses to about 114 µM), without a hit: at the highest dose activity change, negative = inhibition, actives largely listed as inhibitors; further: nearly all actives have a fitted effect of over 65% in size
#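 Nuclease activity of 10 nM FEN1 was measured after 15 min of room-temperature exposure to titrated compounds, by adding 50 nM flap substrate and reading plates at 0 and 15 min.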
# TDP1 cell CPT – DT40-hTDP1 cell growth loss with CPT. chicken DT40 Tdp1-/-;hTDP1 cells + 20 nM CPT, ATP luminescence, 48 h. AID 686979. Potency, µM (titrated, usually from 46.2 µM), without a hit: top-dose activity change, negative = growth inhibition, usual class: inhibitors. 420,000 compounds, 12% hits; further: nearly all actives have a fitted effect of over 55% in size
#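 Chicken DT40 Tdp1-/- cells complemented with human TDP1, 400 cells/well, exposed to compounds plus 20 nM camptothecin for at least 48 h at 37 C; viability read as ATP content by CellTiter-Glo luminescence.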
# KAT2A inh – blocks human GCN5L2 histone acetyltransferase; Q92830; GCN5L2 HAT assay, ThioGlo1 CoA-SH fluorescence; Potency, µM (top dose mostly 58.9 µM), for the others: at the top dose activity change, negative = inhibition, usual class: inhibitors; 390,000 compounds, 0.21% hits; AID 504327
# Target sequence (Q92830 whole entry, looked up): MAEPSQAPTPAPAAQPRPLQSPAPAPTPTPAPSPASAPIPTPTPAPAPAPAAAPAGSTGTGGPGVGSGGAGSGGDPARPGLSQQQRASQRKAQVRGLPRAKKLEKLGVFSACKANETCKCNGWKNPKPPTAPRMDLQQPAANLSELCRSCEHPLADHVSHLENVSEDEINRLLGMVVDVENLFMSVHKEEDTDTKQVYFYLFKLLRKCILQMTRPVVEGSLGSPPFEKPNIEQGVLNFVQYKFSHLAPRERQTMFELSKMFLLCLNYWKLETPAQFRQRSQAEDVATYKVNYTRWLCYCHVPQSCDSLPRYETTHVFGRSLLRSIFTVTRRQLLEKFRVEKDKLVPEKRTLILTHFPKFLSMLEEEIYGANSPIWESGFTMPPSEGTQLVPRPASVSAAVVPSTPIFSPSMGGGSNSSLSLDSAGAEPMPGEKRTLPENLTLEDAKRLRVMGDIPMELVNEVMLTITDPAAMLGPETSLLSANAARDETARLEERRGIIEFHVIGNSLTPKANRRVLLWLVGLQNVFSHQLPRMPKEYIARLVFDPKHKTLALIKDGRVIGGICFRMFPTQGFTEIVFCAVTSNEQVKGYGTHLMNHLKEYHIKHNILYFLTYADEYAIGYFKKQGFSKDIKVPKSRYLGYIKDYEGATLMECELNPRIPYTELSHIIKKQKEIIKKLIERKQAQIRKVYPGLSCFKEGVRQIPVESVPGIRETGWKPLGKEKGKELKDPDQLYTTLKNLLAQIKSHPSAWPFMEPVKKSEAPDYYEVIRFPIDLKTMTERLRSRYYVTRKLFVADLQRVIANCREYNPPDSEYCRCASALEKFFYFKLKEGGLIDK
#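 Free CoA generated was detected with ThioGlo1 (50uM) fluorescence at Ex340nm/Em540nm, read immediately and after 20 min at room temperature. Enzyme, 20 nM in HEPES pH 7.5 buffer, saw compounds 15 min before adding 75uM H3(1-25) peptide and 70uM acetyl-CoA.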
# An asterisk follows results filed as active; u = inconclusive; x = not tested or not shown; & = joins results of further samples; [ ] = remark or other dose. The call rests on the fitted dose curve; in most records, active means well fitted curve in the direction sought with a large enough effect; inconclusive means small, poorly fitted or top-dose-only effect, or another doubt; inactive means no such curve, though single readings can be large; an effect the other way counts as inactive or inconclusive. On the % scale 0 is the no-effect control and ±100 the full control effect; potency means the concentration at half of the fitted maximal effect. A portion of the library; count on the stated rates, not on these rows.
# The line under a structure holds: FEN1 inh | TDP1 cell CPT | KAT2A inh
- Cc1ccc(S(=O)(=O)N(CC(=O)Nc2cccnc2)c2cc(Cl)ccc2C)cc1
  -8% | 16µM* | -14%
- Cn1cccc1-c1nc2ccc(NC(=O)c3ccc([N+](=O)[O-])cc3)cc2[nH]1
  2% | -16% | -4%
- CN(C)C(=O)CCc1ccc2c3c([nH]c2c1)[C@]1(C)[C@@H](C(=O)N2CCOCC2)C[C@H](CC(=O)NCCC2=CCCCC2)C(=O)N1CC3
  -5% | -10% | 0%
- Cc1cc(C)cc(OCC(=O)OCC(=O)NC2CCCCCCC2)c1
  -7% | 0% | -2%
- O=C(NCc1ccccc1Cl)c1cnccc1C(F)(F)F
  7% | 20% | -2%
- N#CCCn1ncn(-c2ccccc2)c1=S
  1% | 11% | -13%
- Cc1ccc(Cn2c(C(C)Nc3nc(C)cs3)nc3cc(Cl)c(Cl)cc32)cc1 (stereo not given)
  -20% | u | x
- Cc1nn(-c2ccccc2)c(=O)c2ccccc12
  1% | -5% | 0%
- CC(=O)c1ccc(NC(=S)NNC(=O)c2ccncc2)cc1
  -14% | 2% | 26%
- Cc1cccc(Cn2c(=O)n(CC3CCC(C(=O)N4CCOCC4)CC3)c(=O)c3sccc32)c1 (stereo not given)
  -4% | 23µM* | -6%
- CCc1ccccc1NC(=O)CCNC(=O)Cn1ccc2ccccc2c1=O
  17% | -5% | 1%
- CCCNS(=O)(=O)c1ccc(NC(=O)Cc2cccs2)cc1
  10% | -12% | -1%
- CCCNc1c(NS(=O)(=O)c2ccc(Br)cc2)c(=O)oc2ccccc12
  -9% | 7% | 1%
- O=C(CN1CCC(O)(c2ccc3c(c2)OCO3)CC1)N1CCOCC1
  7% | 8% | -16%
- CC1=CC(=O)C=C(C)C1=NOc1ccccc1[N+](=O)[O-]
  -7% | 1.3µM* | 2%
- CC(C)NC(=O)C(=O)NCc1ccccn1
  2% | -3% | 1%
- N#Cc1c(-c2ccccc2)cc(-c2cccs2)nc1SCC(=O)O
  -11% | 17% | -2%
- C/C(=N\NC(=O)c1c(Br)c(C)nn1C)c1cccc(NC(=O)c2ccccc2F)c1
  -2% | 14% | -3%
- Cn1nc(C(C)(C)C)cc1C(=O)NN1CCOCC1
  1% | -23% | -13%
- Cc1cc(C(=O)CN2c3cccc4cccc(c34)S2(=O)=O)c(C)n1C
  0% | 4.6µM* | -9%
- O=[N+]([O-])c1ccc(N/N=C/c2c[nH]c3ccccc23)cc1
  -4% | u | -4%
- O=C(NC1CCCc2ccccc21)c1ccccc1Cl (stereo not given)
  2% | 0% | 2%
- COc1cccc(-n2nc(C(=O)N3CCN(Cc4ccccc4)CC3)c3ccccc3c2=O)c1
  -19% | 21µM* | -5%
- CCc1cccc(OCCCCNCCOC)c1
  5% | -10% | -2%
- O=C(Nc1sc2c(c1C(=O)O)CCC2)c1cccc(Cl)c1
  -13% | -25% | -14%
- C=CCOC(=O)C1=C[C@H](c2ccc(Br)cc2)C[C@H](OCCCCO)O1
  7% | -11% | x
- CN1CCN(C(=S)NC(=O)/C=C/c2ccccc2Cl)CC1
  -5% | 4% | -5%
- N#Cc1cnc2ncnn2c1-c1ccccc1
  4% | -4% | -2%
- CN(C)/C=C(/C(=O)c1ccccc1)S(=O)(=O)c1ccc(Cl)cc1
  9% | 1% | -28%
- O=C(CSc1ncn[nH]1)NCc1ccccc1
  -14% | 3% | u
- O=C(CSc1nnc(CNC(=O)c2ccccc2F)o1)NCc1ccccc1
  -6% | -1% | -3%
- Cc1cc(NC(=O)CSc2ncn(-c3ccccc3)n2)no1
  7% | -1% | -9%
- COc1ccc(NC(=O)C(=O)NCCN2CCN(C(=O)c3ccc(C)cc3)CC2)cc1
  0% | -4% | -2%
- COCC(=O)N1CCN(c2nc3ccccc3o2)CC1
  5% | -17% | -13%
- Cc1nn(Cc2ccccc2Cl)c(C)c1NC(=O)c1cc(C(C)C)on1
  -6% | u | -2%
- CC(=O)NCC(=O)N1CCCC(C(=O)c2ccc3c4c(cccc24)CC3)C1 (stereo not given)
  -6% | -26% | -1%
- COc1cccc(OC)c1OCCOc1ccccc1OC(C)C
  -4% | u | 0%
- COc1cc(CCC(=O)Nc2ccc(Br)c(C(F)(F)F)c2)cc(OC)c1OC
  -10% | 18µM* | -8%
- CN(C)c1ccc(NC(=O)CSc2nnc(-c3cnccn3)n2C)cc1
  -17% | -1% | -3%
- COc1cc(/C=N/NC(=S)NCc2ccco2)cc(OC)c1OC
  -22% | 16µM* | 68%[activator]

# Six records drawn at random from those above, as already listed:
# The line under a structure holds: FEN1 inh | TDP1 cell CPT | KAT2A inh
- CN(C)/C=C(/C(=O)c1ccccc1)S(=O)(=O)c1ccc(Cl)cc1
  9% | 1% | -28%
- CN1CCN(C(=S)NC(=O)/C=C/c2ccccc2Cl)CC1
  -5% | 4% | -5%
- COc1ccc(NC(=O)C(=O)NCCN2CCN(C(=O)c3ccc(C)cc3)CC2)cc1
  0% | -4% | -2%
- O=C(NC1CCCc2ccccc21)c1ccccc1Cl (stereo not given)
  2% | 0% | 2%
- CC(=O)NCC(=O)N1CCCC(C(=O)c2ccc3c4c(cccc24)CC3)C1 (stereo not given)
  -6% | -26% | -1%
- CCc1cccc(OCCCCNCCOC)c1
  5% | -10% | -2%

# Later entries.
# The line under a structure holds: FEN1 inh | TDP1 cell CPT | KAT2A inh
- CCOc1ccc(CCNC(=O)C2Cc3ccccc3N2C(=O)CC)cc1 (stereo not given)
  0% | -27% | -8%
- COc1ccc(CCC(=O)NNC(=O)Nc2cc(Cl)ccc2C)cc1
  -2% | -3% | -12%
- Cc1ccc(-n2nc3c(c2NC(=O)C2CC2)CS(=O)(=O)C3)cc1
  2% | 0% | -1%
- O=c1c2ccccc2nc2n1CCCCN2
  -7% | -4% | -13%
- CCN1C(=S)N[C@@H](CCc2ccccc2)C(C(=O)OC)=C1C
  8% | u | 3%&-1%
- N/C(=N\OC(=O)C1CCCCC1)c1ccc(Cl)cc1
  1% | 15% | 0%
- COc1cc(Cl)ccc1OCc1cc(C(=O)N2CCN(c3ccccn3)CC2)no1
  -22% | -25% | -9%
- COc1ccc(CCC(=O)NC2=NCCS2)cc1OC
  3% | -6% | 3%
- N/C(=N\OC(=O)c1cccnc1)c1ccccc1Cl
  11% | u | -13%
- C=CCNC(=S)NC(=O)c1oc2ccccc2c1C
  -17% | -7% | 1%
- COc1cccc(/C=C2\Oc3cc(OCC(=O)N4CCCC4)ccc3C2=O)c1OC
  -11% | u | -12%
- O=C(O)Cn1c(P(=O)(O)c2ccccc2)nc2ccccc21
  -8% | -2% | -1%
- O=C(COC(=O)c1cc(=O)[nH]c2ccccc12)c1cccs1
  -3% | 8% | 29%
- CS(=O)(=O)C1=NSC2=NC(=O)/C(=C\c3ccc(OS(=O)(=O)c4ccccc4)cc3)C(=N)N21
  -6% | -1% | u
- Cc1ccc(C(=O)C2=C(O)C(=O)N(Cc3ccco3)C2c2cccc(Br)c2)o1 (stereo not given)
  -14% | 8% | -10%
- CCN(Cc1ccccc1)S(=O)(=O)c1ccc(C(=O)N(CCCN(C)C)c2nc3c(C)c(C)ccc3s2)cc1
  -2% | u | -8%
- COc1cc(/C=N/NC(=O)c2ccncc2)ccc1OCC(=O)Nc1ccc(C)c(C)c1
  -5% | u | u
- Cc1ccc(NC(=O)CSC2=Nc3ccccc3C3CC=NN23)c(C)c1 (stereo not given)
  0% | 21µM* | 2%
- Cc1cc(C)n(-c2cc(N3CCOCC3)nc(-c3ccccc3)n2)n1
  u | u | -2%
- CCn1cc(S(=O)(=O)c2ccc(OC)cc2)c(=O)c2cc(F)c(N3CCN(C)CC3)cc21
  15% | 3% | 0%

# Full records as entered above. Order of values: FEN1 inh, TDP1 cell CPT, KAT2A inh
# `N/C(=N\OC(=O)C1CCCCC1)c1ccc(Cl)cc1` is listed as 1%, 15%, 0%
# `Cc1ccc(NC(=O)CSC2=Nc3ccccc3C3CC=NN23)c(C)c1` (stereo not given) is listed as 0%, 21µM*, 2%
# `COc1cc(Cl)ccc1OCc1cc(C(=O)N2CCN(c3ccccn3)CC2)no1` is listed as -22%, -25%, -9%
# `Cc1ccc(-n2nc3c(c2NC(=O)C2CC2)CS(=O)(=O)C3)cc1` is listed as 2%, 0%, -1%

# Further structures follow.
# The line under a structure holds: FEN1 inh | TDP1 cell CPT | KAT2A inh
- COc1ccccc1NC(=O)C1=C(C)Nc2nc(CCCO)nn2C1c1cccnc1 (stereo not given)
  3% | 34%[activator] | -8%
- COc1ccc(-c2cc3nc4c(c(=O)n3[nH]2)CCC4)cc1
  1% | -27% | -29%
- CC(C)NC(=O)C(=O)NCCC1CCCCN1S(=O)(=O)c1cccs1 (stereo not given)
  0% | -13% | -2%
- Cc1nn(-c2ccccc2)c(C)c1NC(=O)COC(=O)CC(C)c1ccccc1 (stereo not given)
  -1% | -11% | 3%
- O=C(c1ccc(S(=O)(=O)N2CCC(c3nc4ccccc4[nH]3)CC2)cc1)N1CCOCC1
  -14% | 0% | -6%
- Cc1ccc(NC2=NCC(=O)N2Cc2ccc3c(c2)OCO3)c(C)c1
  2% | u | -6%
- CC1CCN(C(=O)CSc2nc(C(C)C)nc3c2c(=O)n(C)c(=O)n3C)CC1
  -4% | 16µM* | -11%
- CCCCCCCCCCCCCCCC[N+](C)(C)CC
  21% | 1µM* | -2%&-4%
- CS(=O)(=O)N(CC(=O)Nc1cccnc1)c1ccc2c(c1)OCCO2
  -16% | -22% | -2%
- O=C1CCSC2(C(=O)N(Cc3ccccc3)c3ccccc32)N1c1ccccc1 (stereo not given)
  0% | 9.2µM* | 18%
- COCCNC(=O)CN(CCc1ccccc1)S(=O)(=O)c1ccc(Br)cc1
  0% | -9% | -15%
- Cc1cc(/C=N/n2cnnc2)c(C)n1-c1ccc(Cl)cc1
  -5% | -4% | -4%
- Cc1cc(S(=O)(=O)Nc2cc(C)c(O)c(C)c2)c(C)s1
  -2% | 2.6µM* | -1%
- O=C(NC1CCN(Cc2ccccc2)CC1)c1ccc(N2CC3CC(C2)c2cccc(=O)n2C3)c([N+](=O)[O-])c1 (stereo not given)
  -1% | u | -5%
- O=C(NC1CCCCC1)N1CCc2ccccc2C1
  1% | -11% | 0%
- O=S1(=O)CCOCCCN1Cc1ccccc1
  -1%&-19% | 13%&-9% | 3%
- CCCn1c(SCC(=O)N(CC)c2c(N)n(Cc3ccccc3)c(=O)[nH]c2=O)nnc1-c1ccncc1
  8% | -9% | x

# Screening results as filed in PubChem BioAssay.
